From PubChem BioAssay
CHO parental Ca: counter-screen: ATP calcium response change in parental CHO cells. parental CHO-K1, ATP-induced calcium, Fluo-8 fluorescence. inhibition, % at 5.6 µM. 330,000 compounds, 0.63% hits. AID 463079;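 active = inhibition above that plate's mean sample inhibition plus 3 SD, cut at about 26% in these data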;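 also: 0% = ATP-challenged DMSO wells and 100% = DMSO wells without ATP; some compounds past the cut are filed as inactive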
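Material – parental CHO cells · Reagent – ATP stimulus · Compound – single nominal dose of 5.6 µM per compound · Detection – Fluo-8 fluorescence · Read-out basis – percent inhibition of calcium signal · Controls – ATP-challenged DMSO wells low, unchallenged DMSO wells high · Repeats – no replicates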
M1 ag parental: nonselective activator or artifact in parental CHO-K1 cells | Fluo-8 calcium fluorescence; scaled to maximal ATP response, vehicle zero | activation, % at 3 µM | 360,000 compounds, 0.48% hits | AID 602248; in the data active = activation above about 15%;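 also: untransfected CHO-K1 host cells lacking M1 receptor as counterscreen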
M1 PAM parental: M1 PAM counterscreen hit in parental CHO-K1 cells; ATP EC20, Fluo-8 calcium fluorescence; 0% at ATP EC20, 100% at ATP max; activation, % at 3 µM; 360,000 compounds, 0.02% hits; AID 602247;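 active = activation above the run cutoff, the mean activation of all test compounds plus 3 SD, cut at about 40% in these data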;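 also: peak over basal fluorescence ratio in a 140 s read after ATP addition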
CHO-K1 Ca antag: nonselective inhibitor or artifact in parental CHO-K1 cells; AID 602250; 360,000 compounds, 0.6% hits; inhibition, % at 3 µM; ATP-induced calcium, Fluo-8 fluorescence;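 active = inhibition above a per-plate cutoff, the plate's mean sample inhibition plus 3 SD, cut at about 24% in these data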;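 also: 0% = DMSO plus EC80 ATP and 100% = DMSO alone without ATP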
OXTR agonist: human OXTR agonism; 320,000 compounds, 0.32% hits; P30559; CHO-OTR cells, Fluo-8 calcium fluorescence; normalized: DMSO 0%, oxytocin 100%; activation, % at 3 µM;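 active = activation above the mean of all tested compounds plus 3 SD, cutoff set per screening run, cut at about 20% in these data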;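 also: peak over basal fluorescence ratio from a 100 s FLIPR kinetic read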
Target sequence (P30559 whole entry, looked up): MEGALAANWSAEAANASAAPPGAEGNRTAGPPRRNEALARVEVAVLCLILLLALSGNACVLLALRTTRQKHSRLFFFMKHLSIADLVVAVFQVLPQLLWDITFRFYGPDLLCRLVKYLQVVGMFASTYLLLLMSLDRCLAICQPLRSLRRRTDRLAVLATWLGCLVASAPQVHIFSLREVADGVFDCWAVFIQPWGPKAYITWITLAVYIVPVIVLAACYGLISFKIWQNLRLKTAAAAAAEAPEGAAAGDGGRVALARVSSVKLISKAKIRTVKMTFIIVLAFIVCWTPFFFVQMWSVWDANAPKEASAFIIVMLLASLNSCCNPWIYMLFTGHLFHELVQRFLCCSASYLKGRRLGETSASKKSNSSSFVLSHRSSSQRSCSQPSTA
OXTR potentiator: human OXTR potentiation | AID 2445 | CHO-OTR cells, Fluo-8 calcium fluorescence, potentiator mode; 0% = oxytocin EC15, 100% = EC100 | 320,000 compounds, 0.061% hits | activation, % at 3 µM;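 active = activation above that plate's cutoff, the mean activation of tested compounds plus 3 SD, cut at about 6.6% in these data, passing the limit was not always enough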;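 also: 100% uses oxytocin at 75 nM as the full agonist control; some results filed as inactive read as strong as hits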
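Measured by – Fluo-8 calcium dye fluorescence · Test system – human OTR in CHO cells · Dosing – one concentration, 3.0 µM compound · Controls – EC15 oxytocin alone as 0%, 75 nM oxytocin as 100% · Evaluation – normalized max/min fluorescence ratio, % activation · Timing – 6 min pre-incubation, 100 s read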
GPR7 antagonist: blocks human GPR7 receptor signaling. GPR7-expressing cells, fluorescence antagonist assay. inhibition, % at 4.4 µM. 290,000 compounds, 1.1% hits; in the data active = inhibition above about 16%, passing the limit was not always enough;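 also: cells stimulated with the agonist NPW; 0% = agonist with vehicle and 100% = vehicle without agonist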
Target sequence (P48145 whole entry, looked up): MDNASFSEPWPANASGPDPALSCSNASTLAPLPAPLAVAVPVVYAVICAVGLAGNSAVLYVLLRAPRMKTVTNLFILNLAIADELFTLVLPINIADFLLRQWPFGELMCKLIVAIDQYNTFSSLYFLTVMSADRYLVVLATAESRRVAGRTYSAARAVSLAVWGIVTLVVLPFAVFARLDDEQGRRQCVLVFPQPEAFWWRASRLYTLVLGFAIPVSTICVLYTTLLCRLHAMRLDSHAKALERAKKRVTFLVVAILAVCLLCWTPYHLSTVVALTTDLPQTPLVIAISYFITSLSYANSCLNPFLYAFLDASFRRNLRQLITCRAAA
V1aR counter: counter-screen for oxytocin receptor agonists: human V1a receptor agonists | P37288 | activation, % at 3 µM | AID 2797 | 320,000 compounds, 0.25% hits | CHO-V1R cells, Fluo-8 calcium fluorescence, agonist mode; 0% DMSO, 100% 3 nM vasopressin;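 active = activation above the mean activation of all tested compounds plus 3 SD, per screening run, cut at about 20% in these data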;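 also: signal is peak over basal fluorescence ratio across a 100 second FLIPR read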
TAAR1 antag: human TAAR1 antagonism; Q96RJ0; CHO RD-HGA16 TAAR1, Fluo-8 calcium fluorescence, antagonist; inhibition, % at 3 µM; 360,000 compounds, 1.5% hits;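 active = inhibition above a per-plate cutoff, the mean inhibition of test compounds on that plate plus 3 SD, cut at about 49% in these data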;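 also: 0% = DMSO plus EC80 beta-PEA response and 100% = DMSO alone without agonist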
Target sequence (Q96RJ0 whole entry, looked up): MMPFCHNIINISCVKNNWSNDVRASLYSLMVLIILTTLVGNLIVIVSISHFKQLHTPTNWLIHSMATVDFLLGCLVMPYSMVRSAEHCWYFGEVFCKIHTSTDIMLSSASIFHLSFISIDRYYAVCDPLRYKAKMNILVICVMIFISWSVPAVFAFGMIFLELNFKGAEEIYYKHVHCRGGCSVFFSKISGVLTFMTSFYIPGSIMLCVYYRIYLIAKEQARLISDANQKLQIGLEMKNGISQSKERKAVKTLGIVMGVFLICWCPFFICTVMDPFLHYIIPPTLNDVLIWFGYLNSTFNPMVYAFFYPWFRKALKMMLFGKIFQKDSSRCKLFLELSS
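Assay system: CHO-derived RD-HGA16 cells stably expressing human TAAR1 plus Gα16. Timing: 140 s kinetic read after compound, 140 s after agonist. Technique: kinetic Fluo-8 calcium fluorescence measurement. Measure: % inhibition of agonist calcium response.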
Numbers without * were called inactive; . = not tested or not shown.

smiles,CHO parental Ca,M1 ag parental,M1 PAM parental,CHO-K1 Ca antag,OXTR agonist,OXTR potentiator,GPR7 antagonist,V1aR counter,TAAR1 antag
CCSc1ccc(-c2cc(NC=O)c3ncc(-c4cc(OC)c(OC)c(OC)c4)n3c2)cc1,.,0.2,-7,-3,.,.,.,.,-1
O=C(Cc1c(F)cccc1Cl)NNC(=O)c1ccncc1,-12,0.9,8,-16,0.8,-2,.,0.2,-8
Cc1cc(N2CCCC2)ccc1NC(=O)CN1C(=O)NC(C)(c2ccccc2)C1=O (stereo not drawn),-2,0.6,-7,7,-0.1,-7,-9,1.6,-18
CC(C)(C)NS(=O)(=O)c1ccc(NC(=O)C2CCCCC2)cc1,-5,1.1,14,-9,0.2,-19,-14,0.5,12
CCCCn1c(NCc2ccc(N(C)C)cc2)nc2ccccc21,-19,1.8,0,-5,-0.5,-6,16,0.8,4
O=c1[nH]nc(-c2ccc(F)cc2)cc1-c1ccccc1,.,-0.1,6,2,.,.,7,.,-8
COc1cccc(/C=N/n2c(=O)[nH]c3ccccc32)c1OC,-20,1.2,27,-12,2.7,-10,-7,1.3,9
CCCc1ccc(OCCNC(=O)CC)cc1,-9,0.1,12,-11,-1.4,-2,4,0.7,-20
CS(=O)(=O)N1CCC(C(=O)NNC(=O)Nc2ccc(F)c(Cl)c2)CC1,-4,0.5,5,-7,0.0,1,-25,0.4,-10
CCn1c2ccccc2c2cc(CNCc3ccc(OC)cc3OC)ccc21,-13,9.2,20,-14,23*,-12,29*,4.7,3
CC(NC(=O)C1CCCCC1)C(=O)NC1=NCCS1 (stereo not drawn),-1,0.6,12,3,0.9,-2,-2,0.7,-7
CCOC(=O)c1c(NC(C)=O)no[n+]1[O-],3,1.1,20,-6,1.2,-7,2,0.4,-4
O=C(COC(=O)c1cc(S(=O)(=O)N2CCOCC2)ccc1O)NCc1ccc2c(c1)OCO2,.,0.1,-15,-1,.,.,.,.,-6
O=C(Nc1ccc(CN2CCOCC2)cc1)c1ccc(-c2cccc([N+](=O)[O-])c2)o1,-23,7.5,16,-3,0.4,-3,-12,4.8,28
O=C(CSc1ncn[nH]1)Nc1ccc(S(=O)(=O)N2CCCC2)cc1,5,0.6,1,-2,0.1,-5,-1,1.3,-2
Cc1cccc(C)c1NC(=O)Nc1nnc([C@H]2C[C@H](O)[C@@H](CO)O2)s1,.,-0.2,-7,-4,.,.,.,.,-10
COc1ccccc1NC(=O)Cn1c(=O)sc2ccccc21,-13,0.1,7,0,-0.2,-16,3,-0.6,-10
COc1ccc(C(O)c2nc(-c3ccc(Cl)cc3)cs2)cc1 (stereo not drawn),.,3.1,2,4,.,.,.,.,22
O=C(C1=C[C@H](c2ccc(C(F)(F)F)cc2)C[C@H](OCCCCO)O1)N1CCOCC1,-4,-0.1,-6,-4,-0.2,-10,-9,0.1,4
COc1ccc2nc(NC(=O)CN3CCN(C)CC3)sc2c1,-7,0.5,19,0,-0.1,-8,-12,0.8,-3
Cc1ccc(C(=O)OCC(=O)NN2C(=O)NC3(CCC(C)CC3)C2=O)cc1 (stereo not drawn),1,-0.3,17,-18,-2.0,-9,.,-1.5,-10
CCOC(=O)c1c(C)[nH]c(C)c1S(=O)(=O)NCCCN1CCOCC1,8,0.2,-14,-8,-0.6,-6,-5,-0.5,-17
O=C(CCS(=O)(=O)c1ccccc1)Nc1ccc2c(c1)OCO2,-17,-0.2,-2,0,0.0,-18,-7,1.8,-1
FC(F)(F)c1cc(-c2ccc3c(c2)OCO3)nc(NCc2ccco2)n1,-13,0.8,-4,2,-1.9,-22,-8,1.9,-1
Cc1csc(=O)n1CC(=O)OCC(=O)NNC(=O)c1ccccc1,7,0.0,-11,0,0.4,-1,-4,-0.2,-17

smiles,CHO parental Ca,M1 ag parental,M1 PAM parental,CHO-K1 Ca antag,OXTR agonist,OXTR potentiator,GPR7 antagonist,V1aR counter,TAAR1 antag
O=C(CCc1ccc(O)c(O)c1)N/N=C/c1ccc2c(c1)OCO2,-7,0.8,2,-6,1.2,0,10,1.3,10
C/C(CCC(C)C)=N\Nc1ccc(S(N)(=O)=O)cc1[N+](=O)[O-],-8,-0.5,1,6,-2.9,-7,-14,-0.9,14
COc1ccc(C(=O)Nc2c(C(C)(C)C)nn(C)c2C(C)(C)C)cc1,5,0.1,14,-4,0.1,-8,-8,0.5,-26
O=C(CN1CCCCCC1)N/N=C/c1ccc2ccccc2c1,.,1.1,5,-5,.,.,-17,.,-16
Cc1cccc(NC(=O)CCc2ccc(N3C(N)=NC(N)=NC3(C)C)cc2)c1,.,-0.2,16,-15,.,.,.,.,-30
Cc1ccc(S(=O)(=O)N2CCN(C(C)C(=O)NCC(C)c3ccccc3)CC2)cc1 (stereo not drawn),-20,2.6,8,-14,0.2,-5,.,2.3,-8
CCCCCC(=O)Nc1ccc(N2CCN(C(=O)c3ccccc3)CC2)cc1,-4,0.8,-1,-2,-1.6,-12,-12,-0.5,-21
O=C(Nc1c(Cl)cccc1Cl)Oc1cccc2cccnc12,.,1.0,13,-1,.,.,.,.,-9
O=C(c1ccc2c(=O)n3c(nc2c1)CCC3)N1CCCSC1=Nc1ccccc1,-4,0.6,16,4,0.2,-6,.,0.5,-12
CC[C@@]1(C(=O)OC)N[C@H](CN(C)C(C)=O)[C@@H]2C(=O)N(C)C(=O)[C@@H]21,-7,0.5,12,-13,1.2,2,.,0.9,-21
COc1cccc(/C=C2\SC(=S)N(NC(=O)c3ccncc3)C2=O)c1,4,-0.7,10,-10,0.7,-4,-1,0.5,7
Cc1ccc(C)c(N(CC(=O)NC2CCCCC2)C(=O)c2snc(C(N)=O)c2N)c1,-16,1.4,-7,-16,0.8,1,-3,0.2,2
CC(C)c1ccccc1N=C1SCCN1C1CCS(=O)(=O)C1 (stereo not drawn),2,0.6,5,-2,2.0,-9,-4,0.3,13
Cc1c(C(=O)NCc2ccco2)oc2ccccc12,-15,-0.1,9,-8,-2.1,-10,7,-1.0,-2
Cc1cc(C(=O)CSc2nnc(NCc3ccccc3)s2)c(C)n1C,-19,0.2,14,-1,-2.0,-15,-3,-1.4,-15
Cc1cc(Cl)ccc1OCC(=O)Nn1c(C)ccc1C,-19,0.1,19,-14,-1.7,-14,-7,-0.4,-12
COc1ccc(Cc2nnc(SCC(=O)N3CCCCC3)o2)cc1,-20,-0.2,8,13,-0.7,-1,0,1.2,2
Cn1c(NCCCN2CCOCC2)nc2c1c(=O)n(Cc1ccc(Cl)cc1Cl)c(=O)n2C,-22,1.1,25,-7,9.5,-8,3,5.7,-7
CCOc1ccc(C(NC(=O)/C=C/c2ccco2)c2ccc(OC)c(OC)c2)cc1 (stereo not drawn),-7,1.8,14,-1,-0.8,-4,4,0.1,-2
Cc1ccc(C(=O)N2N=C(c3ccccc3O)CC2c2ccccc2)cc1 (stereo not drawn),-22,2.2,13,-13,-0.6,-5,-21,-1.2,-5
O=C(O)c1cccc(NC(=O)c2cc(S(=O)(=O)N3CCOCC3)cs2)c1,-9,0.5,22,-8,0.5,-17,-2,-0.2,8
COc1ccc(CCNc2cc(N3CCN(C(=O)c4ccccc4F)CC3)ccc2[N+](=O)[O-])cc1OC,-25,0.8,13,-4,2.7,-14,-7,4.3,32
COc1ccc(C)cc1Nc1c2c(nc3ccccc13)CCC2,-9,2.7,1,-9,3.0,-4,8,5.9,-9
O=C(c1ccc(OC2CCN(C/C=C/c3ccccc3)CC2)cc1)N1CCCCC1,-12,0.8,-12,0,2.9,0,4,3.0,5
CN(C)S(=O)(=O)c1ccc(=S)[nH]c1,2,0.6,21,-11,-0.3,-3,2,0.4,16

smiles,CHO parental Ca,M1 ag parental,M1 PAM parental,CHO-K1 Ca antag,OXTR agonist,OXTR potentiator,GPR7 antagonist,V1aR counter,TAAR1 antag
Cc1ccc(-n2nnc3c(=O)n(CC(=O)NCC4CCCO4)cnc32)cc1 (stereo not drawn),6,-0.8,8,-10,-0.5,0,-14,0.2,10
CC(=O)Nc1cccc(Oc2nc(C(F)(F)F)nc3ccccc23)c1,-11,4.0,6,-22,1.1,0,-8,4.2,-25
CC1(C)CC(NC(=O)Cc2ccc(Cl)cc2)CC(C)(C)N1,0,0.3,13,-10,2.7,-8,-8,-0.1,-12
CC1CCN(S(=O)(=O)c2ccc(S(=O)(=O)NCC(=O)C(C)(C)C)cc2)CC1,-11,1.2,13,-13,-0.7,-7,-1,0.1,-9
O=C(c1nc2ccc(Cl)cn2c1CN1CCCC1)N1CCc2ccccc2C1,-22,4.2,-3,-4,1.1,-3,3,1.6,-18
COc1ccc(NC(=O)CSc2nnnn2C2CCCC2)cc1S(=O)(=O)N1CCOCC1,.,1.0,-1,6,.,.,.,.,11
COc1ccc(-n2ccnc2SCC(=O)c2c(N)n(C3CC3)c(=O)[nH]c2=O)cc1,.,0.9,11,-13,.,.,.,.,-7
O=C(NN1CC(C(=O)OCc2ccc(Cl)cc2Cl)CC1=O)c1ccccc1 (stereo not drawn),.,3.0,-18,-6,.,.,-8,.,-4
CC(C)(C)SCCNC(=O)CSCc1ccc([N+](=O)[O-])cc1,-8,6.6,0,8,-1.0,-6,6,0.8,-11
COc1ccccc1C(=O)NC(CCSC)C(=O)NCCCSc1ccccc1 (stereo not drawn),-13,0.7,27,-2,-1.9,-4,.,-1.3,13
Cc1ccc(Cl)cc1N1CCN(S(=O)(=O)c2c(C)[nH]c(C)c2C(=O)N2CCCCC2)CC1,-25,3.9,10,-12,0.9,-10,10,2.7,-7
CCN(C)C1CN(Cc2cn(Cc3ccc(OC)cc3)nn2)S(=O)(=O)C1 (stereo not drawn),.,0.2,11,-9,.,.,.,.,16
CC(=O)Sc1nc(-c2ccccc2)[nH]c1S(=O)(=O)c1ccc(C)cc1,16,.,.,.,-0.2,-17,-23,-0.9,.
COc1ccc(C(=O)Nc2ccc(Cl)c(Cl)c2)c(OC)n1,-21,0.2,-1,-4,-1.2,-16,-7,0.3,-4
CC(C)(C)c1ccc(C(=O)N2CCC(C(=O)N3CCCCC3)CC2)cc1,-5,-0.8,14,-9,-0.5,0,0,0.2,5
COc1cccc(OC)c1OCCN1CCN(C(=O)c2ccco2)CC1,-17,1.4,19,-8,1.1,-20,-8,0.7,-18
Cc1nc2ccccc2c(=O)n1NC(=O)c1ccccc1,-3,8.7,-15,-2,-1.2,-13,8,-0.1,-24
O=C1NC(=S)N/C1=C/c1cccnc1,-6,0.4,8,-8,1.2,-1,3,0.8,-29
